SENP6 inh – SENP6 protease inhibition; Q9GZR1; Recombinant SENP6 catalytic domain, aminoluciferin luminescence; inhibition, % at 10 µM; actives 1.8% (n = 330,000);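 active = inhibition above about 50% at the single tested dose, limit read from the data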;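 also: plate controls were DMSO wells with enzyme for no effect and DMSO wells lacking enzyme for full effect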
ATG4B inh – blocks human ATG4B protease cleavage of LC3 substrate | Q9Y4P1 | ATG4B cleavage of LC3-PLA2, NBD-HPC fluorescence, 1 h | inhibition, % at 8.33 µM | actives 0.51% (n = 340,000); in the data active = inhibition above about 40%
GRIN3A LBD mod – NR3A (human) ligand-binding domain modulation; NR3A LBD differential scanning fluorimetry, Tm shift; 0% = protein alone, 100% = glycine-bound protein; Tm shift relative to glycine control, % at 25 µM; actives 2.5% (n = 340,000);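 active = melting temperature shift of at least 10% of the positive control shift, at one fixed dose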
SENP8 block – inhibitors of human SENP8 protease | recombinant SENP8, Nedd8 substrate fluorescence | inhibition, % at 20 µM | Q96LD8 | actives 0.64% (n = 360,000) | AID 602440; in the data active = inhibition mostly above about 40%, no sharp cut-off; inactive = mostly below about 27%
SENP7 inh – SENP7 protease inhibition; Q9BQF6; inhibition, % at 5 µM; AID 434973; recombinant SENP7, Z-RLRGG-aminoluciferin luminescence, 40 min; actives 1.5% (n = 330,000);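 active = inhibition above about 50% at the single test dose, limit read from the data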;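 also: plate controls were DMSO with enzyme for no effect and no enzyme buffer wells for full effect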
HKDC1 inh – HKDC1 (human) hexokinase inhibition | Q2TB90 | recombinant HKDC1, G6PDH/diaphorase resazurin coupled fluorescence | inhibition, % at 20 µM | actives 0.16% (n = 340,000) | AID 493160;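 active = inhibition above about 35% when tested at 20 µM, limit read from the data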;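 also: plate controls were DMSO wells with enzyme for no effect and DMSO wells lacking enzyme for full effect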
Target sequence (Q2TB90 whole entry, looked up): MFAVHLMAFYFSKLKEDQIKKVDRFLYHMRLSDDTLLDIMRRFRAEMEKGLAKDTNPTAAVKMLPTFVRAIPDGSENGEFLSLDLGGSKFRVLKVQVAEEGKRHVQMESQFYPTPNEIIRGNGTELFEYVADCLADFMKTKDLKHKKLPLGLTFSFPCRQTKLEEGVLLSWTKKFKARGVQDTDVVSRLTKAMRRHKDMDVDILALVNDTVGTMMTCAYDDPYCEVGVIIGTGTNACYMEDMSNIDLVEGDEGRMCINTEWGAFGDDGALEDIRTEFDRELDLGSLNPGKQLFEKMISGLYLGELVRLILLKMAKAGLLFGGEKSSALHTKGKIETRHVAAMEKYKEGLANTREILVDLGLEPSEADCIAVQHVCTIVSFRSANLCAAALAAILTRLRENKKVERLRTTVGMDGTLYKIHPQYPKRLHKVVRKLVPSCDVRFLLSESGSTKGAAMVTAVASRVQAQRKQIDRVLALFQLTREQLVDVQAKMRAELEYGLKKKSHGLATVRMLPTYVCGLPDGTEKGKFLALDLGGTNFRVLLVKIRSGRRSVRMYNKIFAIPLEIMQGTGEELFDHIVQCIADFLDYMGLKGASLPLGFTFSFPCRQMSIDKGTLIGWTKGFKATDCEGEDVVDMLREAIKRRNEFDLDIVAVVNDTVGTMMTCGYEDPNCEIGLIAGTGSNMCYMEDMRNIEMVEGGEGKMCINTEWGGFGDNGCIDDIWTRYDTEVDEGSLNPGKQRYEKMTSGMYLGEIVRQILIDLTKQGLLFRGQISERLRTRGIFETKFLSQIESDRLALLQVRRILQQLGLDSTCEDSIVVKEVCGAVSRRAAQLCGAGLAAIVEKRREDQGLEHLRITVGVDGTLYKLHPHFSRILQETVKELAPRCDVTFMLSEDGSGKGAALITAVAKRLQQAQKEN
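Test system: Recombinant HKDC1 (HK5) hexokinase enzyme, produced in-house | Input: HKDC1 at 5 µg/mL | Buffer or medium: Tris pH 8.0 buffer with MgCl2, Tween-20, BSA, BME | Schedule: 90 min reaction incubation at room temperature, dark | Technique: Resazurin-to-resorufin fluorescence via G6PDH and diaphorase coupling, 525/613 nm | Controls: DMSO wells with and without enzyme mix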
PfGluPho inh – PfG6PD (Plasmodium falciparum) enzyme inhibition. actives 0.78% (n = 350,000). inhibition, % at 20 µM. PfGluPho enzyme, NADPH resazurin-diaphorase fluorescence;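 active = inhibition reaching at least a set limit at 20 µM in the primary screen, cut at about 59% in these data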;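 also: 0% = DMSO wells with substrate and 100% = DMSO wells lacking glucose-6-phosphate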
MPTP block – inhibitors of mitochondrial permeability transition pore | isolated mouse mitochondria, Ca2+ swelling absorbance, 30 min | inhibition, % at 10 µM | actives 1.4% (n = 360,000) | AID 602449;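 active = inhibition of 50% or more, scaled per plate between neutral and stimulator controls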;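 also: 0% = DMSO wells given calcium and 100% = 1 mM EGTA wells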
Starred values were filed as active, the others as inactive; i = inactive; / = no result given. No enrichment for hits. Share with any hit: about 6.9%.

SMILES | SENP6 inh | ATG4B inh | GRIN3A LBD mod | SENP8 block | SENP7 inh | HKDC1 inh | PfGluPho inh | MPTP block
O=C(COc1ccc2ccc(=O)oc2c1)NCCCn1ccnc1 | -9 | -7 | -5 | -106 | -5 | 0 | 5 | -2.0
COC(=O)CNC(=O)CSc1nc2sccc2c(=O)n1-c1ccccc1 | 8 | -7 | -2 | 10 | -1 | 3 | 9 | -0.6
CN1CCN(C(CNS(=O)(=O)c2ccc([N+](=O)[O-])cc2)c2ccc(F)cc2)CC1 (centres undefined) | 2 | -2 | 0 | 18 | 1 | -6 | -1 | -0.6
Cc1cccc(N2CC(C(=O)Nc3nnc(SCC(=O)Nc4cc(C)on4)s3)CC2=O)c1 (centres undefined) | -6 | 1 | 6 | 10 | 6 | -18 | -6 | -0.5
COCCC(=O)N1CCc2ccc(NC(=O)c3ccc(C(F)(F)F)cc3)cc2C1 | 19 | 1 | -3 | 17 | -10 | 1 | -5 | -0.3
COc1ccc2[nH]c(C)c(CCN(Cc3cccs3)C(=S)Nc3ccccc3OC)c2c1 | 23 | -10 | -4 | -68 | 2 | 10 | 20 | 0.6
O=C(COC(=O)c1c[nH]c(=O)[nH]c1=O)Nc1ccccc1 | 5 | 1 | -2 | 14 | 2 | -9 | 10 | -0.9
CCn1c(-c2csc3c2CCC(C)C3)n[nH]c1=S (centres undefined) | -14 | 5 | -4 | 7 | -5 | -1 | 16 | 3.0
CCCCC(=O)Nc1ccc(C(=O)NNC(=O)CCCOc2ccc(Cl)cc2Cl)cc1 | 10 | 0 | 3 | 16 | 0 | -3 | -18 | 1.1
CCOC(=O)CCNC(=O)CCNC(=O)C(c1ccccc1)c1ccccc1 | -27 | -12 | 1 | 18 | -3 | -2 | 5 | 0.9
Oc1ccc(Nc2ccnc3cc(Cl)ccc23)cc1 | 18 | -2 | -7 | 0 | 1 | 0 | 34 | 0.8
O=C(COC(=O)CCc1c[nH]c2ccccc12)NC1CCS(=O)(=O)C1 (centres undefined) | -20 | -4 | -1 | 8 | -13 | 2 | 4 | -0.6
CCCCOc1ccc(C(=O)NCc2ccccn2)cc1 | -23 | -12 | -1 | -17 | 4 | -7 | -15 | -5.2
Cc1cccc(-n2c(-c3csc(C(C)C)c3)n[nH]c2=S)c1 | -2 | 6 | -2 | -8 | 11 | 8 | 28 | -4.5
CCSc1nnc(NC(=O)CSc2nncc(=O)n2N)s1 | 3 | -14 | 1 | 22 | 2 | -17 | 22 | 0.1
Cn1nnnc1SCC(=O)N1N=C(c2ccc(Cl)cc2)CC1c1ccco1 (centres undefined) | 0 | -8 | -3 | 8 | 3 | 0 | -2 | -0.8
CCCCN1CCN=C1Nc1ccccc1 | -13 | -6 | -1 | 6 | 10 | 1 | 1 | 1.3
CSc1ccc(S(=O)(=O)N(CC(=O)NN=C2CCN(C)CC2)c2ccc(C)cc2)cc1 | -14 | -2 | -1 | 18 | -6 | -2 | -10 | -4.6
O=C(NCc1ccccn1)c1cccc(S(=O)(=O)N2CCCCC2)c1 | -10 | -11 | 0 | 11 | -4 | 5 | 7 | 0.0
CCC(=O)N1CCN=C1SCc1cccc(C(F)(F)F)c1 | -23 | 1 | 0 | -4 | 32 | -2 | -8 | 0.1
CCN(CC)CCCNC(=O)c1cc2c(-c3ccc(Cl)cc3)nn(C)c2s1 | -13 | -3 | 0 | -149 | -2 | -7 | 19 | -1.7
COc1cccc(-c2nnn(CC(=O)N(CC(C)C)C3CCS(=O)(=O)C3)n2)c1 (centres undefined) | -9 | 3 | 1 | 7 | -2 | -4 | -6 | -1.1
Cc1nn(C(C)C(=O)NCCCc2ccccc2)c(=O)c2nn(-c3ccccc3)c(C)c12 (centres undefined) | 5 | 1 | 0 | 6 | 6 | -5 | 5 | 0.0
COc1ccc(NC(=O)c2ccc(CN(c3cc(Cl)ccc3C)S(=O)(=O)c3ccccc3)cc2)cc1OC | -11 | -7 | 2 | 13 | 5 | -9 | 8 | 0.6
N#Cc1cccc(CN2CCC(=O)N(CCO)CC2)c1 | 4 | -8 | -1 | 14 | -2 | -5 | 0 | -0.7
COc1ccc(N(CC(=O)O)S(C)(=O)=O)cc1OC | 6 | -2 | 0 | 11 | 5 | 2 | -10 | -0.6
O=C(NC1CCCCC1)c1n[nH]c2c1CCCCC2 | 89* | -8 | -1 | 12 | 90* | 0 | 23 | -1.4
CCNC(=O)COC(=O)/C=C/c1cccs1 | -3 | 0 | -1 | 11 | -8 | -5 | -10 | -1.6
O=C(NCCc1ccccc1)C(=O)NCC1OCCCN1S(=O)(=O)c1cc(F)ccc1F (centres undefined) | -18 | 8 | 8 | 4 | -10 | -5 | -8 | -0.7
NC(=O)CNC1CC(=O)N(CCc2ccccc2)C1=O (centres undefined) | -5 | 6 | -7 | 11 | 6 | -7 | -12 | -0.8

The closing 4 records of the part above open the next one.
SMILES | SENP6 inh | ATG4B inh | GRIN3A LBD mod | SENP8 block | SENP7 inh | HKDC1 inh | PfGluPho inh | MPTP block
O=C(NC1CCCCC1)c1n[nH]c2c1CCCCC2 | 89* | -8 | -1 | 12 | 90* | 0 | 23 | -1.4
CCNC(=O)COC(=O)/C=C/c1cccs1 | -3 | 0 | -1 | 11 | -8 | -5 | -10 | -1.6
O=C(NCCc1ccccc1)C(=O)NCC1OCCCN1S(=O)(=O)c1cc(F)ccc1F (centres undefined) | -18 | 8 | 8 | 4 | -10 | -5 | -8 | -0.7
NC(=O)CNC1CC(=O)N(CCc2ccccc2)C1=O (centres undefined) | -5 | 6 | -7 | 11 | 6 | -7 | -12 | -0.8
CCn1c(SCC(=O)N/N=C/c2cc(OC)c(OC)c(OC)c2)nc2ccccc21 | -1 | -3 | -3 | 11 | 1 | -6 | 5 | 0.3
O=C(OCC#CCSc1nnc(-c2cccc3ccccc23)o1)c1cccc2[nH]ccc12 | -24 | -15 | 5 | i | 3 | -3 | 17 | 1.7
Cc1nc(NC(=O)CSc2nc(N)cc(N)n2)sc1C | 1 | -3 | -5 | 14 | 2 | -2 | -4 | -1.1
S=C(NCc1cccnc1)Nc1cccc2ccccc12 | 14 | -1 | 0 | 3 | 2 | -8 | 0 | 0.6
COc1ccc(S(=O)(=O)c2ccc(OCC3CO3)cc2)cc1 (centres undefined) | -2 | -6 | 0 | 19 | -9 | -5 | -2 | 1.3
COc1cccc(NC(=O)C2CCN(C(=O)[C@@H]3Cc4ccccc4CN3C(=O)OC(C)(C)C)CC2)c1 | -7 | -3 | -1 | 2 | -12 | 2 | -13 | 0.8
COc1cc(C(=O)N/C(=C\c2cn(C)c3ccccc23)C(=O)NCCCn2ccnc2)cc(OC)c1OC | 1 | -10 | -1 | -6 | -1 | -4 | 1 | 3.0
Cc1csc(NC(=O)CSc2sc3c(O)cc(=O)[nH]c3c2C#N)n1 | 5 | 10 | -6 | -10 | 7 | 6 | 22 | -0.6
COc1ccc(CC(=O)NCc2ccco2)cc1OC | 10 | -4 | 0 | 9 | 17 | -7 | -3 | -0.1
Cc1cccc(N2CCN(C(c3ccncc3)c3nnnn3C(C)(C)C)CC2)c1C (centres undefined) | -16 | -8 | -1 | 22 | 1 | -3 | -5 | -0.5
O=C(NCCN1CCN(C(=O)c2cccs2)CC1)c1cccs1 | 0 | -8 | -2 | 18 | 0 | 7 | -3 | -0.4
CCOc1ccc(C(=S)NC2CCCCC2)cc1OC | -4 | 36 | 3 | 30 | -6 | -6 | 62* | -0.9
Nn1c(=S)[nH]c2sc3c(c2c1=O)CCCC3 | -26 | 0 | -2 | 17 | -10 | 3 | 45 | 2.7
Cc1nc(N2CCN(c3ccccc3F)CC2)[nH]c(=O)c1C | 13 | -1 | 0 | 16 | -12 | -3 | 17 | -0.9
Cc1cc2nc(SCCOC(=O)Nc3ccc(Cl)cc3)nc(C)c2cc1C | -3 | -16 | -1 | -44 | 2 | 0 | 18 | 1.8
Clc1ccc(COc2ccccn2)c(Cl)c1 | -10 | 19 | 1 | 18 | -9 | -9 | -3 | -1.7
Cc1ccc(CN2CCN(/N=C/c3cccnc3)CC2)cc1 | -2 | -7 | -1 | 12 | -1 | -9 | -4 | -1.0
O=C(OCC(=O)N1CCN(C(=O)c2ccco2)CC1)c1ccccc1C(=O)c1ccc(Cl)cc1 | 1 | -9 | 0 | 0 | 4 | -7 | 4 | 0.4
COC(=O)CNc1nc(Cl)nc(N2CCC(C)CC2)n1 | -10 | 5 | 3 | 15 | 3 | -6 | -9 | 1.0
C=CCOc1ccccc1CNCCCN1CCOCC1 | -5 | -3 | 7 | 28 | -6 | -7 | -13 | 0.1
Cc1cc(C(=O)COC(=O)Cn2c(C(F)(F)F)nc3ccccc32)c(C)n1Cc1ccco1 | -19 | -14 | -2 | 20 | 0 | 3 | 9 | 3.8
COc1ccc(C2c3ccc4ccccc4c3Oc3ncn(CCN4CCOCC4)c(=N)c32)cc1OC (centres undefined) | -9 | -4 | 1 | 18 | 1 | -2 | 2 | -4.7
O=C(CN1C(=O)c2cccc3cccc1c23)Nc1ccc(S(=O)(=O)Nc2nccs2)cc1 | -1 | -6 | 2 | / | -8 | 1 | -37 | /
Nc1cc(=O)[nH]c(SCCSc2ccccc2F)n1 | -21 | -5 | 1 | 17 | -1 | 0 | -10 | 0.2
COc1ccc(CCNCC(O)COc2ccc(Cl)cc2)cc1OC (centres undefined) | 2 | -7 | 1 | 11 | -2 | -3 | 4 | 1.0
Cc1cccc(NC(=O)CSc2n[nH]c(-c3ccncc3)n2)c1C | 0 | -1 | 1 | -11 | 2 | -1 | -15 | -3.0
COc1ccc(CSc2nc(C)cc(C)c2C#N)cc1 | 0 | -2 | 0 | 20 | -1 | -5 | 15 | 0.9
Cc1cc(OCC(=O)Nc2nnc(C3CC3)s2)ccc1C(C)C | -9 | -1 | 1 | 5 | 10 | -7 | 5 | 6.6
CC(/C=N/NC(=O)Cc1cccs1)=C\c1ccccc1 | -12 | 21 | -3 | 27 | 3 | -9 | -13 | 0.9
COc1cccc(CNS(=O)(=O)c2ccccc2Br)c1OC | / | / | 0 | 7 | / | 3 | 10 | 1.7
COc1ccccc1OCCC(=O)Nc1ccc2c(c1)OCO2 | -17 | -5 | -1 | 7 | -1 | -4 | -3 | 0.9
Cc1ccc(S(=O)(=O)NCc2cc(=O)n(C)c(=O)n2C)cc1C | -10 | 12 | 1 | 5 | 3 | 2 | -16 | 0.3
O=C(CSc1ccc2nnc(-c3ccccn3)n2n1)NCc1ccco1 | -17 | 7 | 0 | -30 | -11 | 5 | 19 | -2.0
COc1ccc(Nc2nc(N)nc(CN(C)C3CCCCC3)n2)cc1 | -6 | -15 | 0 | 38 | -43 | 1 | 19 | -0.5
CC(C)Oc1ccc(C2CCC(=O)NC2=O)cc1 (centres undefined) | 8 | -8 | -4 | 21 | 7 | -12 | 5 | 0.5
O=C(c1cccc(Br)c1)N1CCN(C(=O)N2CCOCC2)CC1 | -14 | 12 | 2 | 18 | 3 | -3 | -8 | 1.1
Cc1cccc2cc(/C=N/NC(=O)c3ccncc3)c(Cl)nc12 | 4 | -14 | 1 | 4 | -4 | 1 | 7 | 3.7
CCC(=O)N1CCc2cc(Br)cc(S(=O)(=O)NCCN3CCCCC3CC)c21 (centres undefined) | -19 | -8 | -1 | 18 | 1 | -3 | -11 | 0.8
CCCCCc1ccc(-c2ccc(OCC)cc2)nc1 | -5 | 3 | 2 | 3 | 12 | 0 | 17 | 23
COc1ccccc1NC(=S)N(Cc1ccccc1)Cc1ccccn1 | -5 | -5 | 13* | 20 | 7 | -2 | 3 | -0.4

Record cards (already shown). Order of screens: SENP6 inh, ATG4B inh, GRIN3A LBD mod, SENP8 block, SENP7 inh, HKDC1 inh, PfGluPho inh, MPTP block
`CCCCCc1ccc(-c2ccc(OCC)cc2)nc1` is entered as -5, 3, 2, 3, 12, 0, 17, 23
`O=C(CSc1ccc2nnc(-c3ccccn3)n2n1)NCc1ccco1` is entered as -17, 7, 0, -30, -11, 5, 19, -2.0

Screens: PubChem, Sanford-Burnham Center for Chemical Genomics
